APJ agonist: agonists of human apelin receptor APJ, primary screen, CHO-K1 cells, PathHunter beta-arrestin, luminescence; P35414; 0% DMSO wells, 100% apelin; activation, % at 20 µM; 330,000 tested, 0.11% active;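 active = activation more than six SD over the plate average, tested at 20 µM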;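 note: 0% = DMSO alone and 100% = apelin-13 at 10 nM; some results filed as inactive read as strong as hits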
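Test system: CHO-K1 APJ beta-arrestin complementation cell line | Compound: Single test compound dose, 20 µM final, 1% DMSO | Incubation: Compound 90 min 25 °C, reagent 1 h | Measured by: beta-gal luminescence | Read-out basis: APJ–arrestin association signal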
UPR CHOP act: activators of apoptotic CHOP UPR arm, primary screen, cell-based, CHO-CHOP luciferase reporter, luminescence, uHTS; 330,000 tested, 0.34% active; UPR activation; percent of tunicamycin response over DMSO baseline; activation, % at 10 µM;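 active = at 10 µM dose, activation of 40% or more, normalized to positive control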;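 note: 100% = tunicamycin at 10 µg/mL and 0% = DMSO alone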
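Material: CHO-CHOP cells, stable luciferase reporter of PERK-eIF2a-CHOP signalling; quantity: 500 reporter cells seeded per well; buffer or medium: F12 medium containing 10% fetal bovine serum; compound: one dose, 10 µM in 0.5% DMSO; incubation: 6 h compound treatment, 37 °C; measured by: Steady-Glo luciferase luminescence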
CXCR6 block: CXCR6 receptor inhibitors, primary screen, cell-based, beta-arrestin, luminescence, CHO-K1 PathHunter, 1536-well; AID 602244, 2012; 360,000 tested, 0.36% active; inhibition, % at 20 µM; C-X-C chemokine receptor type 6 (Homo sapiens), O00574; in the data active = inhibition above about 34%, passing the limit was not always enough;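 note: antagonist mode with CXCL16 agonist at 10 nM final; 0% = 10 nM CXCL16 with DMSO and 100% = unstimulated wells without agonist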
Target sequence (O00574 whole entry, looked up): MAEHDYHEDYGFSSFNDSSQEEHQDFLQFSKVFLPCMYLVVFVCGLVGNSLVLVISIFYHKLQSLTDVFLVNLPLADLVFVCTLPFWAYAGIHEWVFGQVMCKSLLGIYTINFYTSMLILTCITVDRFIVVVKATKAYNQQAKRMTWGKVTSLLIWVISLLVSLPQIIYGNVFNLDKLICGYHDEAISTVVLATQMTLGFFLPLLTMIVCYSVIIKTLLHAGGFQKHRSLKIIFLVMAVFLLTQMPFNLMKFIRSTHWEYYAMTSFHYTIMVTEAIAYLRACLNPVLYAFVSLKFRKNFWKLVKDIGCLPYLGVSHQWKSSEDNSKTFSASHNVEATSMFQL
APJ antagonist: antagonists of human apelin receptor APJ, primary screen, CHO-K1 cells, beta-arrestin complementation, luminescence; P35414; inhibition, % at 20 µM; 330,000 tested, 0.32% active; AID 2521, 2010;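 active = inhibition above about 40% at 20 µM, limit read from the data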;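 note: cells challenged with 10 nM apelin-13 agonist together with compound; plate controls were apelin-13 plus DMSO wells for no effect and DMSO wells lacking apelin-13 for full effect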
EBI2 antag: EBI2 receptor antagonists, beta-arrestin recruitment, primary screen, cell-based, luminescence, 7a,25-OHC stimulation, uHTS; G-protein coupled receptor 183 (Homo sapiens), P32249; 7a,25-OHC stimulated; inhibition, % at 5 µM; 360,000 tested, 0.81% active; in the data active = inhibition above about 38%;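 note: enzyme fragment complementation signal reports receptor beta-arrestin coupling in cells; 0% = agonist plus DMSO wells and 100% = wells without agonist; some results beyond the cut were filed as inactive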
UPR XBP1 act: activators of adaptive XBP1 UPR arm, primary screen, cell-based, CHO-XBP1 luciferase reporter, luminescence, uHTS; IRE1-XBP1 UPR activation; percent of tunicamycin response, DMSO as zero; activation, % at 20 µM; 330,000 tested, 0.33% active; AID 463104, 2010;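 active = versus positive control, 20 µM dose yields 30% or more activation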;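 note: 100% = tunicamycin at 10 µg/mL and 0% = DMSO only wells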
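Material: CHO cell line with stable XBP1 luciferase reporter; buffer or medium: F12 medium containing 10% fetal bovine serum; compound: single point, 20 µM final compound, 1% DMSO; incubation: 6 h treatment, 37 °C; measured by: glow luminescence from Steady-Glo reagent; evaluation: activation, % of tunicamycin; control set: tunicamycin high, DMSO low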
tim23-1 inh: growth inhibitors of tim23-1 mutant yeast, primary screen, luminescence, uHTS; S. cerevisiae tim23-1 growth, BacTiter-Glo luminescence, 24 h; inhibition, % at 20 µM; 330,000 tested, 1.3% active; AID 463212, 2010;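 active = growth inhibition of the mutant yeast at or above 50%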;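 note: temperature-sensitive mutant grown at 25 °C; plate controls were DMSO-treated mutant yeast for no effect and medium wells lacking yeast for full effect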
CCR6 antag: CCR6 receptor antagonists, primary screen, cell-based, CHO-K1, luminescence, beta-arrestin, uHTS; C-C chemokine receptor type 6 (Homo sapiens), P51684; CHO-K1 CCR6 PathHunter beta-arrestin, CCL20-stimulated; inhibition, % at 20 µM; 340,000 tested, 0.49% active;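 active = compounds whose inhibition of the agonist-driven luminescence signal at 20 µM reaches about 50%, limit read from the data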;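 note: cells stimulated with CCL20 at 14 nM final; plate controls were DMSO with CCL20 for no effect and DMSO without agonist for full effect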
Target sequence (P51684 whole entry, looked up): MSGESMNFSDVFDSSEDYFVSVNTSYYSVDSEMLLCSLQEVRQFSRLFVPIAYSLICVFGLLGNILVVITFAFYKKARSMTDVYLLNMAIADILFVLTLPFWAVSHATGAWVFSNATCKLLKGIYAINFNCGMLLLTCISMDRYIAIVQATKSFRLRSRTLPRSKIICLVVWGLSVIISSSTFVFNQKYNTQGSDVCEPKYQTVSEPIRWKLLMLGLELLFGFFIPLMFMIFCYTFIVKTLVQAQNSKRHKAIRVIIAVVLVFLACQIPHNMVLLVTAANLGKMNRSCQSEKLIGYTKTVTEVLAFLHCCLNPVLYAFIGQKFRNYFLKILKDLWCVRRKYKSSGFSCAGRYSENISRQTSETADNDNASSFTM
Mdm2 MdmX PPI: inhibitors of human Mdm2-MdmX association, primary screen, cell-based, luminescence, split luciferase, SaOS-2, uHTS. Protein Mdm4 (Homo sapiens) + E3 ubiquitin-protein ligase Mdm2 (Homo sapiens), …. SaOS-2 split-luciferase Mdm2/MdmX complementation. inhibition, % at 8 µM. 330,000 tested, 3% active. AID 485346, 2010;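 active = inhibition of at least 50% at 8 µM in the primary screen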
* = called active by the depositor. These rows are one share of the data; the hit share may differ from the screen's.

Sequence of screens – EBI2 antag	CXCR6 block	UPR XBP1 act	UPR CHOP act	CCR6 antag	APJ agonist	tim23-1 inh	APJ antagonist	Mdm2 MdmX PPI
> CCS(=O)(=O)c1nc(S(=O)(=O)c2ccc(C)cc2)c(N2CCC(O)CC2)s1
    5	2	-9	0.4	7	4	-6	5	18
> Cc1cc(C)cc(N(C(=O)c2snc(C(N)=O)c2N)C(C(=O)NCC2CCCO2)c2cccs2)c1 (stereo unspecified)
    5	4	-3	0.6	7	-2	6	-4	-32
> CCN(CC)C(=O)C(=O)c1cccn1-c1cccc(OC)c1C#N
    2	2	-1	-0.5	16	2	4	8	-8
> CNC(=S)N1CCc2sccc2C1C (stereo unspecified)
    -7	-8	1	2.5	10	-2	14	-14	-25
> Cc1ccccc1Oc1ncnc(N)c1[N+](=O)[O-]
    -12	2	-1	-0.8	8	-1	4	7	9
> CCCc1cc(=O)[nH]c(NCc2ccc(Cl)cc2)n1
    -12	-1	2	1.3	15	-1	9	8	15
> COc1ccc(NC(=O)Cn2cnc3c(oc4nc5c(cc43)COC(C)(C)C5)c2=O)cc1
    3	1	0	1.3	6	-4	2	1	2
> CC(=O)Oc1cc2oc(=O)c3c(c2cc1Cl)CCC3
    -1	-2	-2	0.8	-14	-5	24	2	39
> Cc1onc(-c2ccccc2Cl)c1C(=O)Nc1nnc(-c2cccc([N+](=O)[O-])c2)s1
    0	2	-1	2.3	12	-3	16	2	24
> Cc1ccc(C)c(CN2CCC(CNC(=O)CCc3nnc4ccc(N5CCCCC5)nn34)CC2)c1
    13	2	0	-0.6	10	-6	-2	12	9
> Cc1cccc(N2C(=O)CC(n3ccnc3)C2=O)c1C (stereo unspecified)
    0	-5	0	-0.9	-5	-1	11	-16	21
> CC(C)[C@H](NC(=O)c1ccccc1)C(=O)Nc1cccc(S(=O)(=O)N2CCOCC2)c1
    6	7	-1	3.3	-18	-3	-2	13	21
> COc1ccc(S(=O)(=O)N2CCN(C(=O)c3cc4c(s3)CCC4)CC2)cc1
    8	3	-6	-0.3	35	1	36	2	21
> Cc1cccc(NC(=O)C2CCN(S(=O)(=O)c3cccc4cccnc34)CC2)c1
    4	9	-4	-2.6	1	-4	-6	9	14
> COCCn1c(SCC(=O)NCC2CCCO2)nc2c([nH]c3ccccc32)c1=O (stereo unspecified)
    -2	8	-4	1.1	10	-6	-3	11	-4

Sorted by length of the SMILES (falling): part of the list above.
Sequence of screens – EBI2 antag	CXCR6 block	UPR XBP1 act	UPR CHOP act	CCR6 antag	APJ agonist	tim23-1 inh	APJ antagonist	Mdm2 MdmX PPI
> Cc1onc(-c2ccccc2Cl)c1C(=O)Nc1nnc(-c2cccc([N+](=O)[O-])c2)s1
    0	2	-1	2.3	12	-3	16	2	24
> Cc1ccc(C)c(CN2CCC(CNC(=O)CCc3nnc4ccc(N5CCCCC5)nn34)CC2)c1
    13	2	0	-0.6	10	-6	-2	12	9
> COc1ccc(NC(=O)Cn2cnc3c(oc4nc5c(cc43)COC(C)(C)C5)c2=O)cc1
    3	1	0	1.3	6	-4	2	1	2

Other structures.
Sequence of screens – EBI2 antag	CXCR6 block	UPR XBP1 act	UPR CHOP act	CCR6 antag	APJ agonist	tim23-1 inh	APJ antagonist	Mdm2 MdmX PPI
> N#Cc1ccsc1NC(=O)CCN1CCN(C(c2ccccc2)c2ccccc2)CC1
    7	5	-2	4.4	4	0	-7	-1	-1
> CCCN(CC1CC1)C(=S)Nc1ccc(C(C)=O)cc1
    2	1	3	0.9	-3	-3	19	-1	-10
> CCCn1nc([N+](=O)[O-])c(C(C#N)c2nc3ccccc3s2)c(Cl)c1=O (stereo unspecified)
    1	31	0	-1.7	50*	-11	72*	62*	80*
> CCOC(=O)C(=O)NNc1ccccc1C
    -4	-5	-1	0.8	-3	2	-50	17	0
> Cc1nn(CC(=O)N2CCCCC2)c(=O)c2nn(-c3ccccc3)c(C)c12
    -8	-8	-2	-0.9	9	1	6	-1	5
> CCN(CC(N)=O)S(=O)(=O)c1ccc(Br)cc1
    -4	-3	0	1.6	3	5	-1	13	-9
> Cc1cnc(C(=O)OCC(=O)Nc2ccc(OCc3ccccc3)cc2)cn1
    -3	-3	-2	5.1	-6	-2	-6	-3	-12
> COc1ccc(-n2c(SCC(=O)NCc3ccco3)nnc2-c2c[nH]c3ccccc23)cc1
    11	0	-1	0.2	8	-3	10	-1	14
> COc1ccc(/C=N/NC(=O)CCn2cnc3ccccc32)cc1
    3	9	13	0.5	-9	1	17	14	14
> C=CCn1c(SCC(=O)Nc2cccc(S(=O)(=O)N(C)c3ccccc3)c2)nnc1C1CC1
    11	-2	-3	2.4	9	7	16	12	2
> CN1CCN(S(=O)(=O)c2cccc(C(=O)N(C)C(c3ccccc3)c3ccccc3)c2)CC1
    -8	6	-2	-0.8	6	-1	14	18	12
> CC12CCC(C(=O)Nc3ccc(SC(F)F)cc3)(CC1=O)C2(C)C (stereo unspecified)
    -1	-2	-6	-0.3	11	-3	38	-7	-12
> S=C(NCC1CCCO1)Nc1ccc(Cl)c(Cl)c1 (stereo unspecified)
    0	-4	1	0.7	3	-3	29	8	24
> CC(C)Oc1ccc(C2CC(=O)N(c3cccc(/C=C/C(=O)O)c3)C2=O)cc1 (stereo unspecified)
    7	4	-4	-1.4	4	1	-2	9	-8
> O=C(COC(=O)CC1CC2CCC1C2)Nc1ccc(Cl)c(S(=O)(=O)N2CCOCC2)c1 (stereo unspecified)
    -3	-6	1	-2.2	-1	-3	-16	11	12

One compound at a time, from the list above:
`CCOC(=O)C(=O)NNc1ccccc1C` is listed as EBI2 antag = -4; CXCR6 block = -5; UPR XBP1 act = -1; UPR CHOP act = 0.8; CCR6 antag = -3; APJ agonist = 2; tim23-1 inh = -50; APJ antagonist = 17; Mdm2 MdmX PPI = 0
`COc1ccc(S(=O)(=O)N2CCN(C(=O)c3cc4c(s3)CCC4)CC2)cc1` is listed as EBI2 antag = 8; CXCR6 block = 3; UPR XBP1 act = -6; UPR CHOP act = -0.3; CCR6 antag = 35; APJ agonist = 1; tim23-1 inh = 36; APJ antagonist = 2; Mdm2 MdmX PPI = 21

(continued)
Sequence of screens – EBI2 antag	CXCR6 block	UPR XBP1 act	UPR CHOP act	CCR6 antag	APJ agonist	tim23-1 inh	APJ antagonist	Mdm2 MdmX PPI
> O=C(C1CCCO1)N1CCN(C(=S)Nc2ccc(Cl)cc2)CC1 (stereo unspecified)
    -16	-10	1	-0.3	5	-3	2	2	3
> COc1cccc(/C=N/n2c(N)c(S(=O)(=O)c3cccs3)c3nc4ccccc4nc32)c1
    5	1	-1	-3.1	7	-4	-14	-6	25
> COC(=O)c1c(NC(=O)C2CC(=O)NN2Cc2ccccc2)sc(C)c1C (stereo unspecified)
    7	-6	6	-0.5	-4	-3	19	-13	-15
> COc1ccc(C(=O)OCC(=O)NC23CC4CC(CC(C4)C2)C3)c(OC)c1OC
    4	2	0	0.8	6	-2	44	1	-20
> CC(=O)C1C(=O)C=C(c2ccco2)CC1c1ccccc1 (stereo unspecified)
    2	1	-2	-1.2	10	-2	14	10	33
> C/C(=N\NC(=S)Nc1ccc(C)c(C)c1)c1ccc(N2CCOCC2)cc1
    13	3	-1	0.4	16	-3	48	24	14
> COc1ccc(N(CC(=O)NC2CCCCCC2)S(=O)(=O)c2c(C)nn(C)c2C)cc1
    10	-7	3	0.9	22	-1	13	-23	14
> CC(=O)OCC(=O)Nc1ccccc1OC(F)F
    -1	1	-2	0.1	3	-1	9	0	-17
> C=CCNC(=S)NN=C1CCC(c2ccccc2)CC1 (stereo unspecified)
    -6	8	-1	3.6	30	-4	17	15	-3
> CCOC(=O)N1CCC(N(C(=O)Nc2ccc(CC)cc2)C(C)CC)CC1 (stereo unspecified)
    -6	0	1	-0.4	0	2	19	9	27
> Cc1ccccc1NC(=S)N/N=C/C(C)c1ccccc1 (stereo unspecified)
    7	0	-2	1.3	11	-4	25	-1	-1
> COc1ccc(N(C(=O)CNC(=O)c2cccs2)C(C(=O)NCC2CCCO2)c2ccccc2)cc1 (stereo unspecified)
    1	-7	-1	0.2	1	-3	5	-24	1
> Cc1cc(C(=O)COC(=O)c2ccc[nH]c2=O)c(C)n1-c1ccccc1
    -7	4	-8	-2.9	8	-3	-7	1	-26
